Assay outcomes deposited in PubChem BioAssay by Johns Hopkins Ion Channel Center.
KCNK9 block: human KCNK9 channel inhibition | Q9NPC2 | HEK293 KCNK9, FluxOR thallium flux fluorescence; active compounds read low | B-score at 10 µM | hit rate 1.2% among 310,000;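 active = ratio B-score over 3 SD below the library mean, with starting fluorescence within 5 SD of its mean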;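 also: negative B-score means less thallium flux so channel inhibition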
MrgX1 PAM: human MrgX1 positive allosteric modulation, primary screen; B-score at 10 µM; Q96LB2; hit rate 0.63% among 310,000; MrgX1-HEK293, Fluo-4 calcium flux, FDSS; active compounds read high;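 active = plate-corrected calcium response at least 3 library SD above typical, normal starting fluorescence, not activating the receptor alone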;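 also: compound read alongside a low EC10 to EC30 dose of BAM8-22 agonist; peak minus trough fluorescence over baseline measured at the second addition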
Target sequence (Q96LB2 whole entry, looked up): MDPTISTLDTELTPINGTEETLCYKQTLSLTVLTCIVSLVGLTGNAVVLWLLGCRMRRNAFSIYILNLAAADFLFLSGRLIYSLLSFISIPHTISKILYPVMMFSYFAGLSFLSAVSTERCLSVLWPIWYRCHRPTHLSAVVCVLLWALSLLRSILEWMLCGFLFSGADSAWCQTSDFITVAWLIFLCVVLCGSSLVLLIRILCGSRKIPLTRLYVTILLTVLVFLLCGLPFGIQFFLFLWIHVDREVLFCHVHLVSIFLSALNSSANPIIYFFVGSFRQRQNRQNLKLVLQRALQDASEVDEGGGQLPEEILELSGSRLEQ
hERG protect: shields human hERG channel from block by proarrhythmic agents; Q12809; CHO-hERG, FluxOR thallium flux, dofetilide IC70 present; activation (rescue from dofetilide block), less the hit threshold, % at 10 µM; hit rate 0.51% among 310,000; AID 1511;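 active = activation above the mean of controls blocked by dofetilide plus 5 SD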;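 also: thallium influx through hERG after potassium depolarization seen as dye fluorescence rise; in these data hits start at about 4.7%; inactives centre near -7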
RGS4 block: human RGS4 inhibition; HEK293 M3R/RGS4 inducible, Fluo-4 calcium flux; active compounds read high; triggered by carbachol at its EC20; B-score at 10 µM; hit rate 0.45% among 310,000; AID 463165;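 active = B-score, a plate-corrected calcium signal, over three deviations above library mean, with baseline fluorescence within five deviations of library mean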;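 also: RGS4 expression induced by doxycycline in cells with stable M3 receptor; B-score is computed from the integrated fluorescence ratio over baseline after carbachol; higher B-score means a larger calcium signal and so more RGS4 inhibition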
Target sequence (P49798 whole entry, looked up): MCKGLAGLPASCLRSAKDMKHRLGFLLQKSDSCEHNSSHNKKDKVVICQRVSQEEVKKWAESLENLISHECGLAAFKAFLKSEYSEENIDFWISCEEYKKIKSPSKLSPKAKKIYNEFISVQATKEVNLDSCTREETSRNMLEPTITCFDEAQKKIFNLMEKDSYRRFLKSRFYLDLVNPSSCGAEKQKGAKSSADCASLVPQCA
MrgX1 agonist: human MrgX1 receptor agonism, primary screen; hit rate 0.44% among 310,000; MrgX1-HEK293 cells, Fluo-4 calcium fluorescence, agonist mode; active compounds read high; B-score at 10 µM; Q96LB2;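 active = calcium response B-score plate-corrected fluorescence ratio at least 3 library SD, with starting fluorescence B-score inside 5 SD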
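Assay system: MrgX1-expressing HEK293 cells / Amount: fifteen thousand cells per well / Doses: test compound in the initial addition of three / Timing: cells plated overnight, dye loaded 0.5 h 37 °C, 0.5 h room temperature / Technique: kinetic calcium dye fluorescence, Fluo-4 NW / Control set: positive and negative controls per plate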
TMEM16A inh: mouse TMEM16A channel inhibition, primary screen; Q8BHY3; normalized B-score (activity score, 25-100; higher = stronger inhibition) at 10 µM; HEK293 TMEM16A/YFP iodide influx fluorescence, ionomycin; AID 588511; hit rate 1.2% among 310,000;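 active = ratio plate-corrected score three or more library SD toward inhibition, starting fluorescence score within five deviations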;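 also: score derived from kinetic fluorescence span divided by baseline fluorescence per well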
RGS4 pot: RGS4 potentiation or activation; HEK293 M3R/inducible RGS4, carbachol calcium flux Fluo4; active compounds read low; B-score at 10 µM; hit rate 0.92% among 310,000;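 active = B-score of the integrated calcium signal more than 4 SD below the library mean, with starting fluorescence not abnormally high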;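 also: negative B-score means reduced calcium response which marks RGS4 activation or potentiation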
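Also added: carbachol at ECmax as muscarinic agonist stimulus; Assay system: HEK293 cells with stable M3R and inducible RGS4; Timing: overnight RGS4 induction, 30 min dye load 37 °C, 20 min compound RT; Measured by: Fluo4-AM (2 µM) calcium-flux fluorescence, kinetic read.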
KCNQ1 pot: human KCNQ1 channel potentiation or activation | CHO-K1 KCNQ1, thallium flux FluxOR fluorescence; active compounds read high | hit rate 0.35% among 310,000 | B-score at 10 µM | AID 2648 | P51787;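 active = fluorescence ratio B-score, a plate-corrected score, at least three library SD, with initial intensity B-score within 5 SD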
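Schedule – 37 °C overnight plating, 90-min dark dye load, 20-min compound pretreatment · System – stable KCNQ1 CHO-K1 line · Probe or stimulus – thallium- and potassium-containing depolarizing buffer · Measured by – kinetic FluxOR fluorescence, 10 s baseline plus 110 s post-stimulus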
KCNK3 block: human KCNK3 channel inhibition, primary screen; O14649; CHO-KCNK3 thallium flux, FluxOR fluorescence; active compounds read low; B-score at 10 µM; hit rate 0.84% among 340,000;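 active = B-score under library mean minus 4 SD, starting fluorescence ratio at most library mean plus 5 SD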;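 also: more negative B-score means stronger inhibition of thallium flux through KCNK3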
Target sequence (O14649 whole entry, looked up): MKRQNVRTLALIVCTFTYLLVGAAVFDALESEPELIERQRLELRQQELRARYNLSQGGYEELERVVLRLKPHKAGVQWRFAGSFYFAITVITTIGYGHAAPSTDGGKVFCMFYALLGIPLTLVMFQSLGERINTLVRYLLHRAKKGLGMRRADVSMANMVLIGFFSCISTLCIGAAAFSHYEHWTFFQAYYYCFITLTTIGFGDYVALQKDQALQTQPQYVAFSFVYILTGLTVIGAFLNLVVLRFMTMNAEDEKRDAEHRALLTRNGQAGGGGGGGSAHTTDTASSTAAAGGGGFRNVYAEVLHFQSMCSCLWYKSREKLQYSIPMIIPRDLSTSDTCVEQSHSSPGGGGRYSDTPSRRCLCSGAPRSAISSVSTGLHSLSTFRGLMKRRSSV
ANO1 activ: activators or potentiators of mouse TMEM16A chloride channel; AID 623877; hit rate 0.3% among 340,000; B-score at 10 µM; HEK293 TMEM16A/YFP-H148Q/I152L, iodide quench fluorescence; active compounds read low;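 active = fluorescence-ratio B-score plate-corrected deviation score at least 3 library SD below zero, with starting fluorescence score within 5 deviations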;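 also: channel opened by trigger with iodide after compound preincubation; score built on the fluorescence ratio of max minus min over baseline; more negative score means more quench and so TMEM16A activation or potentiation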
KCNQ1 block: blocks the human KCNQ1 potassium channel; P51787; CHO-K1 KCNQ1, FluxOR thallium flux fluorescence; active compounds read high; B-score at 10 µM; hit rate 1.3% among 310,000; AID 2642;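 active = compounds whose thallium flux B-score, printed positive for inhibition, exceeds three library SD while starting fluorescence stays within three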;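 also: channel opened by potassium depolarization with thallium stimulus after 20 min compound exposure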
Starred values were filed as active, the others as inactive; i = inactive.

molecule | MrgX1 agonist | RGS4 pot | hERG protect | KCNQ1 pot | KCNQ1 block | ANO1 activ | TMEM16A inh | MrgX1 PAM | KCNK3 block | RGS4 block | KCNK9 block
O=C(Nc1nc(-c2cccs2)cs1)c1ccco1 | i | i | -14 | i | i | i | i | i | i | i | i
COc1ccc(C(=O)Nc2nc3ccccc3[nH]2)cc1 | i | i | -2 | i | i | i | i | i | i | i | i
CC(O)c1nc2c(c(=O)n(C)c(=O)n2C)n1C (centres undefined) | i | i | -11 | i | i | i | i | i | i | i | i
O=C(CSc1nc2ccccc2[nH]1)c1ccco1 | i | i | -2 | i | i | i | i | i | i | i | i
CCc1cc(-c2n[nH]c(=S)n2Cc2ccccc2)cs1 | i | i | -6 | i | i | i | i | i | i | i | i
COCCC1CCCCN1C(=O)c1cccc(OC2CCN(C3CCCC3)CC2)c1 (centres undefined) | i | i | -12 | i | i | i | i | i | i | i | i
N/C(=N\c1nc2ccccc2o1)NC(=O)c1ccc(Cl)cc1 | i | i | -10 | i | i | i | i | i | i | i | i
CCN(CC)CCNC(=O)c1cc2cc3ccc(OC)cc3nc2o1 | i | i | -4 | i | i | i | i | i | i | i | i
Cc1ccc(N/C(N)=N/c2nc(C(F)(F)F)cc(C(F)(F)F)n2)cc1 | i | i | -4 | i | i | i | i | 38* | i | i | i
CC(=O)Nc1ccc(C(=O)CSc2nnc(Cc3ccccc3)o2)cc1 | i | i | -9 | i | i | i | i | i | i | i | i
O=C(CN1CCCCC1)NC(=O)NC1CCCC1 | i | i | -3 | i | i | i | i | i | i | i | i
COc1ccc(Cl)cc1S(=O)(=O)N1CCC(C(=O)N2CCOCC2)CC1 | i | i | -7 | i | i | i | i | i | i | i | i
Cc1ccc(SCCC(=O)N/N=C/c2cccnc2)cc1 | i | i | -11 | i | i | i | i | i | i | i | i
CCN(CC)c1ccc(Nc2nc(-c3cccnc3)cs2)cc1 | i | i | -1 | i | i | i | i | i | i | i | i
Cc1cc(CCC(=O)O)c(C)cc1CCC(=O)O | i | i | -6 | i | i | i | i | i | i | i | i
CCCCCOc1ccc(C(=O)OC(C)C(=O)NCc2ccco2)cc1 (centres undefined) | i | i | -3 | i | i | i | i | i | i | i | i
Cc1ccnc(NS(=O)(=O)c2ccc(NS(=O)(=O)c3cccs3)cc2)n1 | i | i | -12 | i | i | i | i | i | i | i | i
CC1(C)S[C@@H]2C(C(=O)OCc3ccccc3)NC(=O)N2C1C(=O)OCc1ccccc1 (some centres undefined) | i | i | -3 | i | i | i | i | i | i | i | i
CCSC(=O)CCCCCCCCCCCO | i | i | -9 | i | i | i | i | i | i | i | i
CCc1ccccc1N(CC(=O)NC1CCCCC1)C(=O)CNC(=O)c1ccco1 | i | i | -6 | i | i | i | i | i | i | i | i
CC(C)(C)NC(=O)c1ccc2c(c1)N(CC(=O)N1CCN(c3ccccc3F)CC1)C(=O)C(C)(C)O2 | i | i | -22 | i | i | i | i | i | i | i | i
COc1ccc(/C=C\C(=O)c2c(O)ccc3c(C)cc(=O)oc23)cc1 | i | i | -4 | i | i | i | i | i | i | i | i
Cc1ccccc1Cn1nc(C)c(NC(=O)C2c3ccccc3Oc3ccccc32)c1C | i | i | -7 | i | i | i | i | i | i | i | i
COC(=O)c1[nH]c2cccc(OC)c2c1NC(=O)CN1CC2(C)CC1CC(C)(C)C2 (centres undefined) | i | i | -8 | i | i | i | i | i | i | i | i
CCOc1cc(S(=O)(=O)n2nc(C)cc2C)ccc1Br | i | i | -2 | i | i | i | i | i | i | i | i
CC(=O)Nc1c2c(nn1-c1ccc(C)cc1)CS(=O)(=O)C2 | i | i | -4 | i | i | i | i | i | i | i | i
COc1cc(/C=C/C(=O)O)cc(S(=O)(=O)NCc2ccco2)c1OC | i | i | 0 | i | i | i | i | i | i | i | i
NCCc1nnc(SCc2ccc(F)cc2)o1 | i | i | -5 | i | i | i | i | i | i | i | i
COc1cccc(CNC(=O)CC2C(=O)NCCN2CCCc2ccccc2)c1 (centres undefined) | i | i | -5 | i | i | i | i | i | i | i | i
COc1ccc(CCNC(=O)c2c([S-])n(-c3ccc(C)cc3)c3cccc[n+]23)cc1 | i | i | -24 | i | i | i | i | i | i | i | i
COc1ccc(C(O)CNc2ccc(C)cc2)cc1 (centres undefined) | i | i | -4 | i | i | i | i | i | i | i | i
O=C(O)CC1(CC(=O)Nc2ccc3sccc3c2)CCCCC1 | i | i | -10 | i | i | i | i | i | i | i | i
S=c1[nH]cc(Cc2ccccc2)s1 | i | i | 4 | i | i | i | i | i | i | i | i
O=C(NC(Cc1c[nH]c2ccccc12)C(=O)O)/C(=C/c1ccc(F)cc1)NC(=O)c1ccccc1 (centres undefined) | i | i | -7 | i | i | i | i | i | i | i | i
O=C(CNC(=O)c1ccc(S(=O)(=O)N2CCCC2)cc1)N/N=C/c1ccccc1Cl | i | i | -4 | i | i | i | i | i | i | i | i
Cc1ccc(NC(=O)CN2C(=O)/C(=C\c3cccs3)SC2=S)cc1 | i | i | -6 | i | i | i | i | i | i | i | i
CCn1cc(C(=O)N[C@H](C(=O)NCCCO)C(C)C)c(=O)c2cc3c(cc21)OCO3 | i | i | -1 | i | i | i | i | i | i | i | i
CS(=O)(=O)N(Cc1ccccc1Cl)c1ccc(C(=O)NCc2cccnc2)cc1 | i | i | -7 | i | i | i | i | i | i | i | i
O=C(NCC1CCCO1)c1ccc2c(c1)ncn2-c1cccc(F)c1 (centres undefined) | i | i | -8 | i | i | i | i | i | i | i | i
COC(=O)/C(=C/c1ccco1)NC(=O)c1ccco1 | i | i | -2 | i | i | i | i | i | i | i | i
COc1ccc(C(=O)C(OC(=O)c2ccc(C)c(NC(C)=O)c2)c2ccccc2)cc1 (centres undefined) | i | i | -16 | i | i | i | i | i | i | i | i
CCOc1ccc(C2C(C(=O)c3ccco3)=C(O)C(=O)N2CCCn2ccnc2)cc1OC (centres undefined) | i | i | 0 | i | i | i | i | i | i | i | i
CCc1cccc(CC)c1-n1c(-c2cccnc2)n[nH]c1=S | i | i | -10 | i | i | i | i | i | i | i | i
COc1ccc(C2c3c(ccc4ccccc34)Oc3ncn4nc(CO/N=C/c5ccccc5)nc4c32)cc1 (centres undefined) | i | i | -16 | i | i | i | i | i | i | i | i
C/C(=N\NC(=O)CNc1cccc(C)c1)c1ccc(Br)s1 | i | i | -4 | i | i | i | i | i | i | i | i
CCc1nnc(NC(=O)CCN2C(=O)c3ccccc3S2(=O)=O)s1 | i | i | 1 | i | i | i | i | i | i | i | i
CCCCN1C(=O)C(=O)N(CC(=O)Nc2ccccc2C(=O)OCC)C1=O | i | i | -15 | i | i | i | i | i | i | i | i
CCCCNC(=O)NC1CCCC1 | i | i | -8 | i | i | i | i | i | i | i | i
CCc1ccc(C(=O)N/N=C/c2ccncc2)s1 | i | i | -10 | i | i | i | i | i | i | i | i
CCc1ccccc1N(CC)C(=O)C1CCN(c2ncnc3c2nc2n3CCCCC2)CC1 | i | i | -20 | i | i | i | i | i | i | i | i
Cc1cc(NC(=O)Cc2cn3ccsc3n2)n(-c2ccccc2)n1 | i | i | -7 | i | i | i | i | i | i | i | i
C[n+]1cc(-c2ccccc2)oc1-c1ccccc1 | i | i | -7 | i | i | i | i | i | i | i | i
CCCN(CCC)C(=O)c1cc(-c2ccc3c(c2)OCO3)nc2ccccc12 | i | i | -19 | i | i | i | i | i | i | i | i
O=c1c(Cl)c(N2CCOCC2)cnn1-c1ncc(C(F)(F)F)cc1Cl | i | i | -6 | i | i | i | i | i | i | i | i
CCN(CC)C(=O)C1CCCN(Cc2ccc3c(c2)OCO3)C1 (centres undefined) | i | i | -4 | i | i | i | i | i | i | i | i
O=C1c2cccc3cccc(c23)C(=O)N1CC1CCCO1 (centres undefined) | i | i | -12 | i | i | i | i | i | i | i | i
COc1ccc([N+](=O)[O-])cc1NC(=O)CSCc1cc(C)cc(C)c1 | i | i | -3 | i | i | i | i | i | i | i | i
Cc1cccc(Cn2ccc(NC(=O)c3ccc4c(c3)OCO4)n2)c1 | i | i | -8 | i | i | i | i | i | i | i | i
COc1ccc(CN2CCN(C(=O)Cn3c(=O)oc4cc(Cl)ccc43)CC2)c(OC)c1OC | i | i | -4 | i | i | i | i | i | i | i | i
Cc1ccc2nc(-c3cccnc3SCC(=O)N3c4ccccc4CC3C)[nH]c2c1 (centres undefined) | i | i | 0 | i | i | i | i | i | i | i | i

Going on with the list:
molecule | MrgX1 agonist | RGS4 pot | hERG protect | KCNQ1 pot | KCNQ1 block | ANO1 activ | TMEM16A inh | MrgX1 PAM | KCNK3 block | RGS4 block | KCNK9 block
Cc1ccc(CNC(=O)COc2ccc(S(=O)(=O)N3CCOCC3)cc2)cc1 | i | i | -8 | i | i | i | i | i | i | i | i
COc1ccc(CC(=O)N/N=C(\C)CC(=O)Nc2ccc(N(C)C)cc2)cc1 | i | i | -4 | i | i | i | i | i | i | i | i
COc1ccc(N(C)C(=O)CCS(=O)(=O)c2cccc3nsnc23)cc1 | i | i | -6 | i | i | i | i | i | i | i | i
CC(C(=O)C12CC3CC(CC(C3)C1)C2)N1CCOCC1 (centres undefined) | i | i | -3 | i | i | i | i | i | i | i | i
Cc1cc(C)c2[nH]c(O)c(N=NC3=NC(=O)CS3)c2c1 | i | i | -15 | i | i | i | i | i | i | i | i
Cc1c(Br)c([N+](=O)[O-])nn1CCCC(=O)N1CCN(c2ccccc2)CC1 | i | i | -5 | i | i | i | i | i | i | i | i
COCCCNc1nc2c(-c3ccc(Cl)cc3)nnn2c2ccccc12 | i | i | -7 | i | i | i | i | i | i | i | i

Rewritten as labelled records: entries from further up
> Cc1cc(C)c2[nH]c(O)c(N=NC3=NC(=O)CS3)c2c1
  MrgX1 agonist: i
  RGS4 pot: i
  hERG protect: -15
  KCNQ1 pot: i
  KCNQ1 block: i
  ANO1 activ: i
  TMEM16A inh: i
  MrgX1 PAM: i
  KCNK3 block: i
  RGS4 block: i
  KCNK9 block: i

> Cc1c(Br)c([N+](=O)[O-])nn1CCCC(=O)N1CCN(c2ccccc2)CC1
  MrgX1 agonist: i
  RGS4 pot: i
  hERG protect: -5
  KCNQ1 pot: i
  KCNQ1 block: i
  ANO1 activ: i
  TMEM16A inh: i
  MrgX1 PAM: i
  KCNK3 block: i
  RGS4 block: i
  KCNK9 block: i
